# High-throughput results from PubChem.
# Growth percent in the NCI-60 one-dose screen (48 h, 10 µM unless noted): 100 = growth as untreated, 0 = no growth, -100 = all killed.
# M14 – M14 melanoma; actives 6.2% (n = 80,000); AID 1794745
# A549/ATCC – A549/ATCC NSCLC; actives 3.7% (n = 81,000); AID 1794740
# HOP-62 – HOP-62 NSCLC | actives 3.9% (n = 80,000)
# HOP-92 – HOP-92 NSCLC cells; actives 6.3% (n = 71,000); AID 1794738
# MOLT-4 – MOLT-4 leukemia cells; actives 6.9% (n = 80,000)
# EKVX – EKVX NSCLC; actives 3% (n = 71,000); AID 1794765
# RPMI-8226 – RPMI-8226 leukemia cells; actives 7.5% (n = 77,000); AID 1794781
# CCRF-CEM – CCRF-CEM leukemia; actives 7% (n = 77,000); AID 1794778
# Active calls of the source: *; · = no result given; & = joins results of further samples. How the source made its calls: active means growth percent below 10; inactive means the rest.
# Preview:
cpd	SMILES	M14	A549/ATCC	HOP-62	HOP-92
1	CCC1(C)CN=C(c2ccccc2)NC1 (centres undefined)	106.8	97.5	131.0	92.5
2	Cc1c(Cc2cccc(C(F)(F)F)c2)sc2nc(=O)c3cn(C)nc3n12	62.9	69.2	78.7	88.5

cpd	MOLT-4	EKVX	RPMI-8226	CCRF-CEM
1	101.0	103.7	·	96.7
2	85.8	88.1	96.3	91.7

# The whole of this part, from the first entry:
cpd	SMILES	M14	A549/ATCC	HOP-62	HOP-92
1	CCC1(C)CN=C(c2ccccc2)NC1 (centres undefined)	106.8	97.5	131.0	92.5
2	Cc1c(Cc2cccc(C(F)(F)F)c2)sc2nc(=O)c3cn(C)nc3n12	62.9	69.2	78.7	88.5
3	COc1ccc(Cn2cc3c(c2-c2ccccc2)CC(C)(C)c2cnoc2-3)cc1	40.1	49.6	34.2	59.9
4	CCOC(=O)CCCCCCCCCCBr	109.8	102.7	99.5	·
5	C=CC(=O)Nc1cccc(-c2nc(SC)nc(NCCO)c2C#N)c1	102.4	99.8	104.3	83.7
6	NNC(=O)c1c(Nc2ccccc2)nn(CC(O)c2ccccc2)c1N (centres undefined)	90.4	100.2	104.6	103.0
7	CCOc1ccc(NC(=O)c2ccccc2-c2ccccc2C(=O)O)cc1	113.5	107.2	106.0	105.7
8	CC(=O)NNc1ccc2nnc(-c3ccccc3)n2n1	98.8	102.4	115.7	108.6
9	Nc1ccc2c(c1Br)Cc1ccccc1-2	105.3	86.0	97.8	76.0
10	O=C1/C(=N\c2cc(=O)[nH]n2S(=O)(=O)c2ccccc2)Nc2ccccc21	91.1	110.8	·	89.6

cpd	MOLT-4	EKVX	RPMI-8226	CCRF-CEM
1	101.0	103.7	·	96.7
2	85.8	88.1	96.3	91.7
3	40.0	38.7	32.2	22.7
4	102.7	·	107.7	·
5	78.7	87.3	71.4	81.2
6	93.7	·	99.0	77.7
7	83.6	100.5	101.4	99.5
8	·	95.9	114.9	108.3
9	68.4	68.0	·	53.2
10	102.3	100.9	95.2	98.4

# Following part
cpd	SMILES	M14	A549/ATCC	HOP-62	HOP-92
11	COc1ccc(NC(=O)C(C)C)cc1	108.3	102.7	117.7	110.4
12	COCCOC(=O)c1cccc(C)c1	97.4	98.9	84.1	85.3
13	C[C@H]1[C@H](C)CC[C@]2(C(=O)N3CCCNCC3)CC[C@]3(C)C(=CC[C@@H]4[C@@]5(C)CCC(=O)C(C)(C)[C@@H]5CC[C@]43C)[C@H]12	108.4	84.2	86.7	49.6
14	O=C(OCC1CCC=CO1)C1CCC=CO1 (centres undefined)	113.3	102.7	106.5	96.0
15	O=c1[nH]c(CN2CCCCC2)ccc1O	101.5	99.0	107.3	81.1
16	Nc1cccc(N)n1.[Cu+2]	104.8	98.3	97.8	105.2
17	CCOC(=O)C(CC(=O)c1ccccc1)(NC(C)=O)C(=O)OCC	99.1	91.9	98.5	81.8
18	c1ccc([P+](Cc2ccccc2C[P+](c2ccccc2)(c2ccccc2)c2ccccc2)(c2ccccc2)c2ccccc2)cc1	88.3	96.1	95.0	·
19	NNc1nc(-c2ccncc2)nc2sc3c(c12)CCCCCC3	111.9	101.8	96.0	·
20	CC(=O)c1ccc2c(c1)Cc1ccccc1-2	106.4	103.5	107.2	128.3

cpd	MOLT-4	EKVX	RPMI-8226	CCRF-CEM
11	101.3	·	108.6	97.0
12	110.8	93.0	102.5	100.7
13	·	93.9	81.2	81.1
14	91.7	114.3	·	96.8
15	109.8	·	94.7	92.7
16	96.1	119.9	104.4	106.4
17	100.0	99.1	90.0	79.2
18	93.6	95.0	91.8	87.8
19	90.9	·	87.9	74.1
20	88.7	68.3	101.5	101.3

# New compounds follow.
cpd	SMILES	M14	A549/ATCC	HOP-62	HOP-92
21	Nc1ncnc2c1N=C(c1ccc(Cl)cc1)CC(c1cccc(Nc3ccnc4cc(C(F)(F)F)ccc34)c1)N2 (centres undefined)	62.7	56.7	65.3	40.0
22	COc1ccc(-c2cnc3sc4c(-c5ccc(Br)cc5)n[nH]c(=O)c4n23)cc1	93.4	86.6	97.6	95.4
23	NN1C=CNn2c1nc1c(cnn1-c1ccccc1)c2=O	103.0	99.9	98.8	117.5
24	CC(C1CCC(CN2Cc3ccc(O)c(F)c3C2=O)CC1)N1CCOCC1 (centres undefined)	100.8	103.3	98.6	96.5
25	CCCOc1ccc(-c2nc(-c3ccc([N+](=O)[O-])cc3)cs2)cc1	103.7	99.4	103.2	82.8
26	CC1C(=O)C2=C(CCC2)c2cn(Cc3ccccc3)c3cccc1c23 (centres undefined)	88.3	73.8	75.4	59.2
27	CC1(C)Cc2c(Br)c(Br)c(Br)c(OCC(O)CN3CCOCC3)c2O1 (centres undefined)	94.5	86.7	97.3	-38.2*
28	COc1ccc(-c2cc(-c3cccn3C)[nH]c(=O)c2C#N)cc1	106.1	101.1	91.0	66.9
29	CCC(=O)c1ccccc1C	99.9	·	95.7	·
30	C=CCN1C(=O)c2cccc3c(-c4ccc5c(c4)c(-c4nc6ccccc6s4)cn5CC=C)ccc(c23)C1=O	96.1	106.2	92.1	96.7

cpd	MOLT-4	EKVX	RPMI-8226	CCRF-CEM
21	19.7	50.9	11.0	39.8
22	72.4	93.3	84.8	75.9
23	111.7	107.3	111.2	103.7
24	92.7	91.5	101.6	100.4
25	·	99.7	99.7	107.0
26	68.5	65.9	53.6	76.4
27	40.1	102.3	20.8	9.9*
28	119.0	83.5	112.3	123.8
29	109.9	107.5	105.5	99.4
30	98.0	92.6	100.3	103.5

# Next section.
cpd	SMILES	M14	A549/ATCC	HOP-62	HOP-92
31	Cc1ccc2n[nH]nc2c1	108.1	97.5	95.5	·
32	COC(=O)[C@H](NS(=O)(=O)N(c1cccc(F)c1)C1CCN(Cc2ccc(F)cc2)CC1)C(C)C	85.3	88.2	86.0	69.4
33	N/C(=N\c1nc(=O)c2ccccc2c(=O)[nH]1)N1CCCCC1	98.8	100.6	94.1	87.0
34	CCCCC1SC2=NCCCN2C1(O)c1ccc(Cl)cc1 (centres undefined)	101.5	97.7	98.4	66.4
35	O=S(=O)(NCCCNc1cc(-c2cn(-c3ccccc3)nc2-c2cccc(O)c2)ccn1)c1ccccc1	46.2	35.8	77.3	45.2
36	CC(C)c1ccc([N+](=O)[O-])cc1	102.7	95.3	100.3	95.4
37	O=C(NO)c1ccncc1	107.1&96.3	103.3&101.9	113.5&104.1	127.0&94.4
38	Nc1nn2c(-c3cc4cc(Br)ccc4oc3=O)ccnc2c1N=Nc1ccc(Br)cc1	42.4	39.6	-11.9*	-5.4*
39	CCCc1ccc(-c2cc(C(Cl)Cl)no2)cc1	102.9	106.1	115.7	95.2
40	COc1cc(-c2nc3sccn3c2-c2ccnc(NCCNS(=O)(=O)c3ccc(Cl)cc3)n2)ccc1F	21.5	30.0	34.7	78.8

cpd	MOLT-4	EKVX	RPMI-8226	CCRF-CEM
31	112.8	·	97.0	105.2
32	79.5	76.3	53.8	65.0
33	103.0	96.1	110.1	103.5
34	94.8	·	94.5	92.4
35	37.1	37.8	32.1	38.5
36	102.4	102.1	102.6	96.8
37	142.3&82.2	113.8&111.2	89.2&109.9	109.4
38	83.1	25.9	86.3	96.6
39	102.2	·	100.4	110.0
40	-3.9*	48.8	-18.9*	6.8*

# Following part.
cpd	SMILES	M14	A549/ATCC	HOP-62	HOP-92
41	c1ccc2nc(N3CCCCC3)c(N3CCCCCC3)nc2c1	93.2	99.0	109.7	98.5
42	COc1ccc(N=C2S/C(=C/c3cn(-c4ccccc4)nc3-c3ccc(Cl)cc3)C(=O)N2Cc2nc3ccccc3[nH]2)cc1	113.2	91.2	128.5	92.5
43	COc1cc(/C=C/C(=O)c2cc(-c3cccc(Cl)c3)ccc2O)cc(OC)c1OC	92.5	91.6	108.5	71.4
44	COc1ccc(C(C)=C(c2ccc(OCCCN(C)C)cc2)c2ccc(OCCCN(C)C)cc2)cc1	-79.8*	-92.5*	-92.2*	-74.5*
45	O=C1Nc2ccccc2/C1=N/n1c(N/N=C/c2nc(Br)cs2)n[nH]c1=S	101.3	104.8	84.7	119.1
46	CC1=CC(C)=Nc2ccccc2N1	95.3	107.9	100.6	84.6
47	CN(C)CCC(=O)c1cccc([N+](=O)[O-])c1	96.3	79.2	103.9	115.7
48	CCCNc1nc(N(C)O)nc(N(C)O)n1	20.7	41.3	16.6	45.2
49	CN(Cc1ccccc1)Cc1ccc([N+](=O)[O-])cc1I	102.3	93.6	100.8	·
50	NC(=S)CN1CCOCC1	119.7	110.4	118.4	91.9

cpd	MOLT-4	EKVX	RPMI-8226	CCRF-CEM
41	92.7	100.8	108.7	111.4
42	87.7	·	92.9	95.5
43	52.0	81.5	41.6	38.8
44	·	-85.1*	-66.0*	-81.2*
45	110.1	72.8	131.6	·
46	102.1	101.0	110.1	·
47	93.0	103.1	87.7	86.7
48	14.8	36.9	38.1	6.8*
49	91.1	·	91.9	·
50	32.3	111.6	93.7	-25.8*

# The list continues.
cpd	SMILES	M14	A549/ATCC	HOP-62	HOP-92
51	CCc1oc2ccccc2c1C(=O)c1ccc(OCCN(CC)CC)cc1	75.3	105.9	109.4	64.7
52	N#CCCC(C#N)(CCC#N)c1ccccc1	76.2	98.5	95.8	·
53	COc1ccc(-n2nc(C(=O)Nc3ccc(Cl)cc3)nc2-c2cc(OC)c(OC)c(OC)c2)cc1	97.8	99.4	85.7	75.8
54	O=S(=O)(O)SCC1=NCCN1	99.3	101.9	94.1	83.5
55	CCC(CC)(C(=O)Nc1ccccc1O)C(=O)Nc1ccccc1O	112.5	101.7	95.4	90.2
56	Cc1ccc(/C(=N\c2sc(-c3ccccc3)nc2-c2ccccc2)N2CCc3ccccc3C2)cc1	96.3	102.4	108.5	117.8
57	CC(=O)Nc1cccc(F)c1	95.8	103.3	100.3	92.4
58	CC(=O)CSc1nc(-c2ccccc2)c(-c2ccccc2)o1	102.4	102.0	102.4	96.5
59	Cc1ccc(/C=C2/SC(=O)N(CCCC(=O)N3CCN(c4cc5c(cc4F)c(=O)c(C(=O)O)cn5C4CC4)CC3)C2=O)cc1	105.8	106.6	107.1	105.2
60	COc1ccc(/C=C\C(CC(NO)c2ccc(OC)cc2)=N/O)cc1 (centres undefined)	·	103.2	99.5	101.0

cpd	MOLT-4	EKVX	RPMI-8226	CCRF-CEM
51	96.7	115.7	80.1	102.1
52	103.2	103.4	·	·
53	76.9	93.3	94.0	92.4
54	101.6	99.4	104.0	104.5
55	95.6	95.2	100.9	99.9
56	98.2	104.3	101.8	98.9
57	103.8	106.5	96.9	95.7
58	87.6	·	95.5	99.9
59	100.3	97.6	·	97.1
60	97.1	113.1	92.6	106.1

# Additional structures
cpd	SMILES	M14	A549/ATCC	HOP-62	HOP-92
61	CCSCN1CC(C)N(CSCC)CC1C (centres undefined)	94.0	113.9	94.7	89.9
62	COc1ccc(/C=N/NC(=O)COCC(=O)N/N=C/c2ccc(OC)cc2)cc1	114.5	98.3	116.7	92.5
63	NC(=S)N1N=C(c2ccc(N3CCNCC3)cc2)CC1c1cccs1 (centres undefined)	108.6	100.2	108.4	97.8
64	COc1ccc(S(=O)(=O)c2ccc(F)cc2)cc1	100.8	82.4	109.5	92.7
65	CCOc1cc(C(C)(C)C)ccc1C1=N[C@H](c2ccc(Cl)cc2)[C@H](c2ccc(Cl)cc2)N1C(=O)N1CCN(CC#Cc2cccc3c2CN([C@@H]2CCC(=O)NC2=O)C3=O)CC1	·	24.8	40.7	·
66	COc1cc2c(c(OC)c1OC)C(=O)CC(c1cccc(NC(=O)CNC(=O)OC(C)(C)C)c1)O2 (centres undefined)	97.9	100.5	102.3	95.3
67	CC/C=C\C[C@H]1C/C=C2/C(=O)C=C[C@]2(C)C/C=C\CCCC(=O)O1	98.8	79.4	79.2	103.5
68	CC(C)/C=N/Nc1ccc([N+](=O)[O-])cc1[N+](=O)[O-]	86.0	52.3	84.9	83.4
69	O=C(Cn1cc(CNC(=O)c2ccc3ccc4ccc(C(=O)NCc5cn(CC(=O)c6ccc(Br)cc6)nn5)nc4c3n2)nn1)c1ccc(Br)cc1	99.7	93.1	100.9	118.4
70	Cc1ccc(C2SCC(=O)N2NC(=O)c2[nH]c3ccc(F)cc3c2-c2ccccc2)cc1 (centres undefined)	108.9	74.1	108.8	·

cpd	MOLT-4	EKVX	RPMI-8226	CCRF-CEM
61	149.9	91.9	81.4	84.0
62	98.3	·	101.5	86.8
63	105.5	97.4	102.3	97.9
64	92.3	122.1	80.7	84.6
65	-13.3*	48.4	·	-4.4*
66	90.7	96.2	95.3	86.6
67	82.1	90.8	94.3	91.7
68	83.5	93.0	99.6	86.1
69	92.1	105.3	102.8	100.2
70	69.2	84.4	86.7	89.1

# The listing continues:
cpd	SMILES	M14	A549/ATCC	HOP-62	HOP-92
71	Cc1nn(-c2ccccc2)c(N)c1N=C1NC(=O)/C(=C/c2ccc(Br)cc2)S1	89.9	74.3	59.6	65.6
72	COc1cc(N(C(C)=O)c2ccc(O)cc2)c2ncccc2c1	109.9&98.4	116.4&106.9	102.4&90.0	89.1&124.2
73	C/C(=N\N=C1/SCC(=O)N1c1ccccc1)c1ccco1	175.8	114.5	137.4	63.3
74	Cc1c(Cl)cc(Cl)c(N)c1Cl	104.9	106.7	107.1	76.9
75	COc1ccc(-c2cc(C(=O)Nc3nc4ccc(Cl)cc4s3)nc3cc(-c4ccccc4)nn23)cc1OC	111.8	102.6	112.7	·
76	CCOC(=O)c1nn(C)c(=S)[nH]c1=O	100.8	97.4	105.3	109.2

cpd	MOLT-4	EKVX	RPMI-8226	CCRF-CEM
71	80.8	87.7	42.3	72.1
72	109.1&88.4	108.7	95.4&99.2	100.9&100.1
73	112.0	105.5	72.2	-63.9*
74	110.5	102.9	98.1	95.5
75	110.1	104.4	101.5	98.4
76	101.0	99.2	101.9	101.5
